# Compound activity (PubChem BioAssay)
# RAD52 anneal inh = RAD52 (human) annealing inhibition. inhibition, % at 18.7 µM. recombinant RAD52 DNA annealing, FRET fluorescence. AID 651710. 360,000 compounds, 0.46% hits. P43351;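 active = every replicate showing at least 50% inhibition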
# Target sequence (P43351 whole entry, looked up): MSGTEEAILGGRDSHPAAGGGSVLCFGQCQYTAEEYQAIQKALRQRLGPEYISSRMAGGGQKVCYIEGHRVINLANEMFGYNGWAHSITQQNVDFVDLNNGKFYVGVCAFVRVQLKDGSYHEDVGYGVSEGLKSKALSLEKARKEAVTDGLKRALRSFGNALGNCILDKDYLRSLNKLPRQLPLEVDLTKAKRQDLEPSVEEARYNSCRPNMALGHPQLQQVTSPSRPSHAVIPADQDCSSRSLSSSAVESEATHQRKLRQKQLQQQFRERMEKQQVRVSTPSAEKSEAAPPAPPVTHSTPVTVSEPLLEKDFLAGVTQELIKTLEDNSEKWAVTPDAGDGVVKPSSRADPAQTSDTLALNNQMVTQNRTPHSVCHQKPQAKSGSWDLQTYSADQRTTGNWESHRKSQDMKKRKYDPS
# RAD54 branch = RAD54 (human) branch migration inhibition; inhibition, % at 10.4 µM; 360,000 compounds, 0.14% hits; Q92698; RAD54 Holliday junction branch migration, FAM/BHQ fluorescence;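 active = mean normalized replicate activity at least 40 and at least half of replicates scoring 40 or more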;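 also: 0% = median of neutral control wells and 100% = median of positive control wells; inhibitors cause a drop in the FAM fluorescence signal; in these data hits start at about 50%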
# PglD inh = PglD (C. jejuni) enzyme inhibition; purified PglD enzyme, DTNB colorimetric CoA detection; inhibition, % at 12.5 µM; 360,000 compounds, 0.098% hits; AID 602405; in the data active = inhibition above about 16%, passing the limit was not always enough; also: strong numbers were not always called active
# PGC1a acetyl inh = PGC1a acetylation modulation, inhibitor mode; U2OS PGC1a acetylation, AlphaScreen anti-acetyl-lysine; with virally co-expressed GCN5 acetyltransferase; inhibition, % at 15.6 µM; 350,000 compounds, 0.17% hits; AID 651687;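 active = every replicate shows inhibition of at least 40%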;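 also: 0% = neutral control wells and 100% = positive control wells; some results beyond the cut were filed as inactive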
# Cneo AK release = causes C. neoformans cell lysis | adenylate kinase release luminescence, 4 h; normalised: neutral wells 0, clomiphene wells 100 | lysis activity, % at 15 µM | 360,000 compounds, 0.2% hits | AID 651654;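 active = mean lysis activity across replicates of at least 80%, whatever share of replicates individually reach that level; inactive = mean lysis activity below 80%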
#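 Material – log-phase Cryptococcus neoformans yeast cells · Input – 5 × 10^6 yeast cells/mL · Medium – fresh YPD growth medium · Doses – single compound concentration per well · Timing – static 4 h at 37 °C with compound, 1 h detection · Detection – adenylate kinase release luminescence · Read-out – signal increase indicating cell lysis · Control set – Clomiphene as positive lysis control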
# E-sel inducer = E-selectin induction on HUVECs. AID 686992. HUVEC E-selectin immunofluorescence imaging; normalized: neutral wells 0, TNF-alpha wells 100. 260,000 compounds, 0.37% hits. P16581. activation, % at 7.58 µM;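 active = mean E-selectin-positive cell signal at least 10% of the positive control, reached in at least 60% of replicates, without over 20% cell loss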;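 also: in these data hits start at about 27%; measured in HUVEC primary endothelial cells; signal is the percent of cells scored E-selectin positive by PE staining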
# Target sequence (P16581 whole entry, looked up): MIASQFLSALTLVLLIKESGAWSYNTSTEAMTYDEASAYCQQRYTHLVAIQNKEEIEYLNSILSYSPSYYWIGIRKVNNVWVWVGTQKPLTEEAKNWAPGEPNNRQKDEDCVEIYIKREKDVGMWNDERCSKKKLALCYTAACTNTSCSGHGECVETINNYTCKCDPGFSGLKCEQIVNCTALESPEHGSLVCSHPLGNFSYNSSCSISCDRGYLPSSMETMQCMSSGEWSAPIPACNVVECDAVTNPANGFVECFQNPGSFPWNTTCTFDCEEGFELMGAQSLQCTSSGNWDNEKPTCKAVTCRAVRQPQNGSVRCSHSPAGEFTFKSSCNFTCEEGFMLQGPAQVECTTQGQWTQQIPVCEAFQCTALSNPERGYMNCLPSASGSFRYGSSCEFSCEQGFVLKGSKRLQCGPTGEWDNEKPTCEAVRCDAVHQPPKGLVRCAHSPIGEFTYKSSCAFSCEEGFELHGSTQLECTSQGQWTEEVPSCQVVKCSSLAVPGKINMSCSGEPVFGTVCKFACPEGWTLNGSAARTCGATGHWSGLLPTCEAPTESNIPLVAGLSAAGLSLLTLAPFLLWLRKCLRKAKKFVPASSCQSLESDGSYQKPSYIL
#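 Material: HUVEC primary endothelial cells; Amount: 3,000 cells per well; Dosing: single concentration; Medium: EGM-2 growth medium on 0.1% gelatin-coated wells; Read-out basis: percent E-selectin-positive cells; Signal: immunofluorescence imaging; Control set: TNF-alpha, DMSO.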
# miR122 inh = blocks miR-122 activity in Huh7 sensor cells; Huh7 miR-122 Renilla luciferase sensor, 48 h; neutral wells = 0, positive control = 100; activation (reporter increase), % at 12.5 µM; 340,000 compounds, 0.3% hits;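 active = mean replicate activation score at least 90 and every replicate individually at or above 90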;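 also: higher luciferase means less miR-122 activity so hits act as miR-122 inhibitors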
# ERAP1 HTS inh = ERAP1 (human) enzyme inhibition. Q9NZ08. recombinant ERAP1, Leu-AMC fluorescence, 60 min. 340,000 compounds, 0.15% hits. inhibition, % at 10.7 µM;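 active = mean replicate inhibition of at least 30%, or all replicates individually reaching that 30% level; inactive = mean below 30% and not every replicate reaching it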;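 also: 0% = neutral control wells and 100% = L-leucinethiol positive control wells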
# Numbers without * were called inactive; / = not tested or not shown; [ ] = another dose, or the depositor's remark. Rows are unselected (roughly 1.4% active in at least one column).
SMILES,RAD52 anneal inh,RAD54 branch,PglD inh,PGC1a acetyl inh,Cneo AK release,E-sel inducer,miR122 inh,ERAP1 HTS inh
Cc1ccc(/C=C/c2ccc(N(C)C)cc2)[n+](C)c1,-283,-82,5,/,0,0.4,/,16
CN1/C(=C/C(=O)c2cccs2)Sc2ccccc21,/,56*,0,6,0,/,-29,/
C[C@H]1CN([C@@H](C)CO)C(=O)c2c(c3ccccc3n2C)-c2ccccc2CO[C@@H]1CN(C)S(C)(=O)=O,8,-9,-2,0,0,1.7,/,1
Cc1nc(SCC(=O)NC2CC2)c2c(C)c(C)sc2n1,-9,5,-4,/,-1,/,/,2
O=C(/C=C/c1cccc([N+](=O)[O-])c1)N1CCN(Cc2ccccc2)CC1,-17,10,0,/,-1,/,/,0
Cc1c(NC(=O)c2c([N+](=O)[O-])cnn2C)c(=O)n(-c2ccccc2)n1C,-3,3,1,/,-1,/,/,0
CCS(=O)(=O)Nc1ccc2c(c1)C(=O)N(C)[C@H]1CC[C@H](CC(=O)N[C@H]3CCN(Cc4ccccc4)C3)O[C@H]1CO2,/,5,3,/,-2,1.7,/,/
C[C@H](CO)N1C[C@H](C)[C@@H](CN(C)S(=O)(=O)c2ccccc2)Oc2ccc(NC(=O)Nc3ccc(F)cc3)cc2C1=O,-12,0,5,0,0,0.0,-6[16.7 µM],0
S=C(NCCc1ccccc1)N1CCC2CC1c1cc(-c3ccc4c(c3)OCO4)ccc12 (configuration not stated),-2,-1,-2,-10,0,0.1,55,0
O=C(COC(=O)c1c2c(nc3ccccc13)CCCC2)Nc1ccc2c(c1)OCO2,/,-6,-5,-22,-2,/,18,/
C[C@H]1CN([C@@H](C)CO)C(=O)c2cccc(NC(=O)c3ccc(-c4nccs4)cc3)c2O[C@@H]1CN(C)Cc1ccc(C(=O)O)cc1,17,-6,3,-1,58,0.1,-1[16.7 µM],0
O=C(CC1CC1)N1CC2(C1)[C@@H](c1ccccc1)[C@@H](CO)N2Cc1cccc(F)c1,-7,/,/,13,/,0.3,/,-1
O=C(C[C@@H]1CC[C@H]2[C@@H](COC[C@@H](O)CN2Cc2ccccc2)O1)N[C@@H]1CCN(Cc2ccccc2)C1,3,-1,3,-4,50,0.0,-6[16.7 µM],1
Cc1ccccc1-n1c([C@@H]2C[C@H]2c2ccccc2)n[nH]c1=S,-12,0,-7,11,-1,0.0,/,5
CCOC(=O)c1ccc(NC(=O)Oc2ccccc2)cc1,/,-4,-5,/,-1,/,3,/
NC(=O)c1nsc(C(=O)N(CC(=O)NC2CCCC2)c2cccc(C(F)(F)F)c2)c1N,-13,-7,12,-9,0,0.8,-8,-5
C[C@@H]1CN([C@H](C)CO)C(=O)c2cccc(NC(=O)Nc3ccc(C(F)(F)F)cc3)c2O[C@@H]1CN(C)C,14,12,4,1,-3,/,-2[16.7 µM],-2
O=C(Nc1nc2c(F)c(F)c(F)cc2s1)c1ccco1,-6,6,-1,/,0,-0.1,-4,-3
COc1ccc2[nH]c(=O)c(C(c3nnnn3C3CCCC3)N(C)C3CCCCC3)cc2c1 (configuration not stated),/,0,-11,5,2,/,8,/
COc1ccc(S(=O)(=O)Nc2ccc3c(c2)C(=O)N([C@@H](C)CO)C[C@H](C)[C@H](CN(C)C(=O)Nc2ccccc2)OCCCC[C@@H](C)O3)cc1,/,-9,1,-8,3,-0.3,120*[16.7 µM],/
COc1c(Cl)ccc(Cl)c1C(=O)NC(=S)N1CCOCC1,-4,2,-3,-2,0,0.7,30,-1
Cc1ccc(C(=O)O/N=C(\N)c2nonc2N)cc1,-4,-14,-3,-3,-8,1.8,-6,2
CC(=NCCN1CCNCC1)C1=C(O)CC(C)(C)CC1=O,/,0,2,-8,2,/,0,/
CCOC(=O)C(C)Sc1nnc2n1C(C)(C)Cc1ccccc1-2 (configuration not stated),3,0,1,-5,2,/,-1,2
O=C(OCC(=O)N1CCC(Cc2ccccc2)CC1)c1ccc(CO)cc1,-6,5,0,/,-1,9.9,/,-1
# More compounds.
SMILES,RAD52 anneal inh,RAD54 branch,PglD inh,PGC1a acetyl inh,Cneo AK release,E-sel inducer,miR122 inh,ERAP1 HTS inh
COc1cccc(NC(=O)CSc2nnc(Cn3cnc([N+](=O)[O-])n3)n2C)c1,/,-13,-5,/,3,0.0,-12,/
CN(C)CCCN(C(=O)c1ccc(S(=O)(=O)N2CCCCCC2)cc1)c1nc2cc3c(cc2s1)OCCO3,38,15,7,6,3,0.0,-3,-3
CC(=O)N[C@@H]1C=C[C@H](CC(=O)NCc2ccc(Cl)cc2)O[C@@H]1CO,-10,6,2,-2,-3,0.2,/,0
COCc1nnc(NC(=O)c2cccc(NC(=O)c3ccccc3)c2)s1,-3,-1,-4,/,-2,-1.9,1,-2
COc1ccccc1OCC(=O)N1CCCC(Nc2cccc(F)c2)C1 (configuration not stated),-7,-4,-4,/,-2,1.7,/,5
OC(c1ccc(Cl)c(Cl)c1)c1ncc(-c2ccc(C(F)(F)F)cc2)[nH]1 (configuration not stated),-17,3,0,2,4,0.3,10,-9
CC(c1cccnc1)N(C(=O)Nc1ccccc1)C1CCCCC1 (configuration not stated),-7,-14,-3,4,-1,0.1,-7,5
CCC(=O)N(C)C[C@@H]1Oc2ncc(C#CCc3ccccc3)cc2C(=O)N([C@H](C)CO)C[C@@H]1C,-10,-4,-4,101*,-4,0.1,29[16.7 µM],1
O=C(CSc1ccc(-c2ccccc2)nn1)NCc1ccco1,/,-6,4,7,-8,/,-3,/
CC(C)Nc1nc(Nc2ccccc2Cl)c2sccc2n1,-4,1,-1,-14,6,0.0,-11,0
C[C@H](CO)N1C[C@H](C)[C@H](CN(C)C(=O)Nc2ccc3c(c2)OCO3)OCCCC[C@H](C)Oc2ccc(NC(=O)Nc3ccc(F)cc3)cc2C1=O,18,2,2,-13,0,0.0,-9[16.7 µM],-1
Cc1cccc(NC(=O)N2CCN(Cc3ccc(Cl)cc3)CC2)c1,6,/,/,-6,/,-0.1,32,0
CC(C)c1nnc(NC(=O)CCC(=O)N2CCC(Cc3ccccc3)CC2)s1,-16,-22,-3,-3,-1,-0.2,2,1
CCCCN1CCNC[C@H]1Cc1ccc(O)cc1,8,4,-2,/,-1,0.2,/,-1
O=C(CNC(=O)Cc1ccccc1)NCC(=O)OCC(=O)c1ccccc1Cl,-15,-13,2,-12,4,/,-5,-3
COc1ccc(CNC(=O)C2CCN(c3nc(OC)nc(OC)n3)CC2)cc1,/,-4,4,33,9,/,/,/
Cc1ccc(Nc2nc(Cl)nc(N(C)C#N)n2)cc1,14,12,-2,/,4,/,/,0
O=C(Cn1cnc2c(nnn2-c2ccc(F)cc2)c1=O)NCc1ccco1,-16,0,5,16,-2,/,-7,2
Cc1cccn2c(CN(C)CC3Cc4ccccc4O3)c(C(=O)N3CCCCC3)nc12 (configuration not stated),2,4,0,-4,-3,-0.9,-2,-4
NS(=O)(=O)c1ccc(NN=C2CCN(Cc3ccccc3)CC2)c([N+](=O)[O-])c1,-4,/,/,7,/,-1.1,/,0
COc1ccc(S(=O)(=O)N2CCOCC2)cc1C(=O)N(C)Cc1ccccc1F,-16,8,1,0,0,/,-6,-5
Cc1cccn2c(=O)c3cc(C#N)c(=N)n(CCCN4CCOCC4)c3nc12,/,40,-10,1,-1,/,-2,/
O=C1/C(=C\c2ccc(O)cc2)SC(=S)N1/N=C/c1ccc(O)cc1,-152,-108,1,3,-4,-0.8,/,/
O=C(c1cccnc1)N1CCN(Cc2ccccc2Br)CC1,/,-4,5,-2,-1,/,15,/
Cc1ccc(C)c(NC(=O)COC(=O)CCNC(=O)c2ccco2)c1,-4,3,-7,9,0,1.7,0,-8
# Remaining list, next part
SMILES,RAD52 anneal inh,RAD54 branch,PglD inh,PGC1a acetyl inh,Cneo AK release,E-sel inducer,miR122 inh,ERAP1 HTS inh
Cc1nc(-c2ccccc2)sc1C(=O)Nc1ccccc1F,-10,7,4,-15,-1,0.2,/,1
O=S(=O)(Nc1nc2ccccc2nc1Cl)c1cccc(C(F)(F)F)c1,-21,-14,-2,/,-6,0.0,21,5
O=C(CCCSc1nc2ccccc2[nH]1)NCc1ccccc1,-8,-9,-21,/,1,1.6,9,-2
COc1ccc(C(CNC(=O)C(C)c2ccc3cc(OC)ccc3c2)N(C)C)cc1 (configuration not stated),-10,-1,-2,/,-2,/,-4,-1
O=C(O)CSCCc1ccccn1,/,-9,1,-2,6,/,5,/
COCCn1c(=O)[nH]c(=O)c2c1nc(-c1cc(Br)c3c(c1)OCO3)n2Cc1ccccc1,-12,/,/,-2,/,3.1,/,3
Cc1cc(C(=O)N2CCCC(N3CCN(c4ccc(F)cc4)CC3)C2)c(C)o1 (configuration not stated),0,2,-7,0,0,0.2,0,2
CC(C)CC#Cc1cnc2c(c1)C(=O)N([C@H](C)CO)C[C@H](C)[C@@H](CN(C)C(=O)C1CCCCC1)O2,0,-3,1,-7,4,-0.7,16[16.7 µM],3
Cc1cc(C)cc(N2C(=O)CSC2c2cccc([N+](=O)[O-])c2)c1 (configuration not stated),4,1,-3,3,2,/,/,0
Cc1ccc(S(=O)(=O)[N-]c2nc3ccccc3nc2-n2cc[n+](CCC(C)C)c2)cc1,/,19,3,-24,-2,/,60,/
CCOc1ccccc1N1CCN(C(=O)c2cc(-c3cc(OC)ccc3OC)nc3ccccc23)CC1,-36,-3,-3,-16,-4,0.0,1,-4
O=C(Nc1ccc2c(c1)nc1n2CCOC1)c1ccco1,/,1,1,1,-1,/,-6,/
C[C@@H]1CCCCO[C@@H](CN(C)S(C)(=O)=O)[C@H](C)CN([C@@H](C)CO)C(=O)c2cc(NS(=O)(=O)c3ccc(F)cc3)ccc2O1,6,-2,1,-7,4,0.0,-2[16.7 µM],0
C[C@H](CO)N1C[C@H](C)[C@@H](CN(C)C)Oc2cc(-c3ccccc3F)ccc2S1(=O)=O,-2,1,3,4,-1,-0.3,36[16.7 µM],-10
O=C(C(Br)=Cc1ccccc1)c1ccccc1,-4,/,/,-160,/,-0.4,34,0
COc1ccc(NC(=O)Nc2ccc3c(c2)C(=O)N([C@H](C)CO)C[C@H](C)[C@H](CN(C)S(=O)(=O)c2ccc(OC)cc2)OCCCC[C@H](C)O3)cc1,/,10,0,2,-1,-0.2,-2[16.7 µM],/
CCC1C(=O)NCCN1C(=O)c1ccc2nc(Cc3cccc(Cl)c3)oc2c1 (configuration not stated),-12,4,-2,/,-1,0.2,/,-2
COc1ccc(OCC(=O)Nc2ccc(N3CCOCC3)c(Cl)c2)cc1,/,17,2,-3,0,/,-4,/
CC(C)n1cnc2c(NCc3ccccc3)cc(Cc3ccc(F)cc3)cc21,9,6,0,-3,4,0.5,5,-2
Cc1ccc(NC(=O)Nc2ccc(F)cc2)nc1,/,-3,-5,-13,1,/,-3,/
Cc1nc2c(-c3ccc(F)cc3)c(C)nn2c(C)c1CCC(=O)Nc1ccccc1F,5,-16,1,-5,-4,0.6,-1,/
O=C(C1CC1)N1c2ccccc2Sc2ccccc21,-11,4,8,-3,-1,/,1,-5

# Record cards (already shown).
# Shown for CC(=O)N[C@@H]1C=C[C@H](CC(=O)NCc2ccc(Cl)cc2)O[C@@H]1CO = RAD52 anneal inh = -10; RAD54 branch = 6; PglD inh = 2; PGC1a acetyl inh = -2; Cneo AK release = -3; E-sel inducer = 0.2; miR122 inh = /; ERAP1 HTS inh = 0
# Shown for Cc1cccn2c(CN(C)CC3Cc4ccccc4O3)c(C(=O)N3CCCCC3)nc12 (configuration not stated) = RAD52 anneal inh = 2; RAD54 branch = 4; PglD inh = 0; PGC1a acetyl inh = -4; Cneo AK release = -3; E-sel inducer = -0.9; miR122 inh = -2; ERAP1 HTS inh = -4
